Source: PubChem
PAD4 inh: blocks human protein arginine deiminase 4. hit rate 0.41% among 330,000. Q9UM07. recombinant PAD4, RCA probe fluorescence polarization. inhibition, % at 6.36 µM;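 active means percent inhibition above a cutoff equal to the mean of all tested compounds plus 3 SD, cut at about 15% in these data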;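 further: 0% = PAD4 with RCA probe and DMSO and 100% = probe without PAD4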
PAFAH1B2 FP inh: blocks human PAF acetylhydrolase 1b catalytic subunit 2; recombinant PAFAH1B2, FP-rhodamine activity probe, fluorescence polarization; hit rate 1.2% among 340,000; AID 492953; P68402; inhibition, % at 3.39 µM;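 active means inhibition above the mean of all tested compounds plus 3 SD, cut at about 24% in these data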;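 further: 0% = enzyme with DMSO and 100% = wells lacking PAFAH1B2; many of its hits are not listed in these tables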
PME-1 primary: PME-1 (human) inhibition. hit rate 0.53% among 320,000. recombinant PME-1, FP-Rh probe fluorescence polarization. inhibition, % at 5.9 µM;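 active means inhibition above the campaign mean of all compounds plus 3 SD, cut at about 26% in these data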;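 further: competitive labeling of PME-1 active site by serine hydrolase directed probe; 0% = PME-1 with DMSO and 100% = wells lacking PME-1 enzyme; inhibitors block probe labeling so polarization falls and inhibition rises; many of its hits are not listed in these tables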
PAFAH1B3 inh: inhibitors of human PAFAH1B3. Q15102. recombinant PAFAH1B3, FP-rhodamine probe, fluorescence polarization. hit rate 0.28% among 340,000. inhibition, % at 3.39 µM;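 active means inhibition above the screen-wide average of all tested compounds plus 3 SD, cut at about 25% in these data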;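 further: 0% = enzyme with DMSO only and 100% = wells lacking PAFAH1B3 protein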
Target sequence (Q15102 whole entry, looked up): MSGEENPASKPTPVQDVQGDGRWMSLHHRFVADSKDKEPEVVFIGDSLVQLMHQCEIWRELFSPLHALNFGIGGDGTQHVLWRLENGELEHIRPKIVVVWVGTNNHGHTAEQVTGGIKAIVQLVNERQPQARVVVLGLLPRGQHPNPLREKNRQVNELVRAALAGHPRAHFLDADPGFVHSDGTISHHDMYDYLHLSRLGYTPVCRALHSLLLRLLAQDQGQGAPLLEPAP
LYPLA1 counter: blocks human lysophospholipase 1, a PME1 counter-screen | O75608 | recombinant LYPLA1, FP-Rh probe fluorescence polarization | inhibition, % at 5.9 µM | hit rate 0.16% among 320,000 | AID 2174;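 active means inhibition above the mean of all tested compounds plus 3 SD, set per campaign, cut at about 14% in these data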;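 further: inhibitors block serine hydrolase probe labeling of LYPLA1 so polarization falls; 0% = enzyme with DMSO and 100% = wells lacking LYPLA1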
GSTO1 inh: blocks human GSTO1 in RBBP9 counter-screen | recombinant GSTO1, activity-based probe fluorescence polarization | hit rate 1.1% among 300,000 | AID 1974 | inhibition, % at 5.96 µM | P78417;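 active means inhibition above the campaign mean inhibition plus 3 SD, cut at about 35% in these data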;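 further: 0% = GSTO1-1 with DMSO and 100% = wells lacking GSTO1-1 enzyme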
PREPL inh: inhibitors of human prolyl oligopeptidase-like enzyme PREPL; Q4J6C6; recombinant PREPL, fluorescence polarization activity-based probe; inhibition, % at 5.96 µM; hit rate 0.68% among 320,000; AID 2751; in the data active means inhibition above about 43%;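 further: 0% = enzyme with DMSO and 100% = wells lacking enzyme; many of its hits are not listed in these tables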
Target sequence (Q4J6C6 whole entry, looked up): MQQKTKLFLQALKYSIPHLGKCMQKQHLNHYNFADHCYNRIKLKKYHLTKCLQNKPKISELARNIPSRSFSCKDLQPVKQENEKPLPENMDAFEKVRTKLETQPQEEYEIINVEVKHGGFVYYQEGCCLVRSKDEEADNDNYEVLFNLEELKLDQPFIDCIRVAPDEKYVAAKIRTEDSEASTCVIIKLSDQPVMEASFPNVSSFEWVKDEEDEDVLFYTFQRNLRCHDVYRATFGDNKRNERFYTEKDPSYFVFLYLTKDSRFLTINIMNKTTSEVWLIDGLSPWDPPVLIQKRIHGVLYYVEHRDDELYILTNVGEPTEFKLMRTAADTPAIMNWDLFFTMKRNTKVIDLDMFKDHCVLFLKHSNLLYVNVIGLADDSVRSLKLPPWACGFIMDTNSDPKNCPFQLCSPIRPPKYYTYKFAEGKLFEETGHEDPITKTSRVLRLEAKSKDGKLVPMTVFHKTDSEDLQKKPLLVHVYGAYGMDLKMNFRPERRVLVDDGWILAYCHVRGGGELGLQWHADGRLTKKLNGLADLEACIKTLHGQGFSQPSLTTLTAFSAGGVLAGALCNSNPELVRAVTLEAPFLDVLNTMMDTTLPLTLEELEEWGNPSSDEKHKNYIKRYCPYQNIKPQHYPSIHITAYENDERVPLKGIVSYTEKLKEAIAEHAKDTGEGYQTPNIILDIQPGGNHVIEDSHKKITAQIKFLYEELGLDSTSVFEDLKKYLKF
LYPLA2 counter: blocks human lysophospholipase 2, a PME1 counter-screen. O95372. recombinant LYPLA2, FP-Rh probe fluorescence polarization. inhibition, % at 5.9 µM. hit rate 0.38% among 320,000;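 active means inhibition above the screen-wide mean plus 3 SD, limit set per campaign, cut at about 26% in these data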;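 further: 0% = LYPLA2 with DMSO and 100% = wells lacking LYPLA2 enzyme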
pPAFAH FP inh: pPAFAH (human) enzyme inhibition. inhibition, % at 3.39 µM. hit rate 1.5% among 330,000. recombinant pPAFAH, FP-rhodamine probe fluorescence polarization;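 active means inhibition above the mean inhibition across the screen plus 3 SD, cut at about 25% in these data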;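 further: inhibitors block binding of the rhodamine activity-based probe so polarization drops; 0% = enzyme with DMSO and 100% = wells lacking pPAFAH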
* hit, by the source's call; . = no result given. Some of the compounds tested (hit frequency here may not be typical).

SMILES | PAD4 inh | PAFAH1B2 FP inh | PME-1 primary | PAFAH1B3 inh | LYPLA1 counter | GSTO1 inh | PREPL inh | LYPLA2 counter | pPAFAH FP inh
COc1cc(/C=N/NC(=O)Cc2csc(N3CCOCC3)n2)cc(OC)c1O | -4.8 | 6.9 | -8.1 | 6.8 | 4.3 | 23.9 | 9.9 | 1.0 | -3.4
CCn1c(SCC(=O)N/N=C/c2ccc(C)s2)nc2ccccc21 | 0.0 | 5.8 | -2.8 | 2.8 | -1.4 | 6.5 | -8.1 | -1.7 | 2.7
NCCCCC(=O)O | -6.3 | 4.5 | -5.3 | 7.2 | 1.2 | 2.6 | -4.4 | 2.7 | 0.8
CCOC(=O)c1c(C)[nH]c(C(=O)COC(=O)CCS(=O)(=O)c2ccc(C)cc2)c1C | 0.0 | 1.2 | 5.7 | 1.9 | -2.0 | 5.6 | -2.1 | -6.0 | 14.0
COC(=O)C1(C)NC(c2ccc(OC)cc2)C2C(=O)N(c3ccccc3)C(=O)C21 (configuration not stated) | -2.7 | 0.1 | -1.5 | 4.3 | 0.4 | -1.1 | 1.7 | -8.8 | 1.4
CC(NC(=O)C(C)(C)C)C(c1cccs1)N1CCOCC1 (configuration not stated) | 1.5 | 2.6 | -2.0 | 0.0 | 1.7 | -9.0 | 1.4 | -0.1 | 6.0
O=S(=O)(NCc1ccccc1)c1ccc2ccccc2c1 | -3.4 | 8.9 | 5.4 | -0.5 | -4.9 | 1.5 | -9.9 | 7.2 | 6.6
COc1cc(C2=NOC(C(=O)Nc3cccnc3)C2)cc(OC)c1OC (configuration not stated) | 3.2 | 6.0 | 0.1 | -1.1 | -6.7 | 1.5 | 3.0 | 3.5 | 3.5
COc1ccc(/C=C/C(=O)N(Cc2ccccc2)c2ccccn2)cc1OC | 2.6 | 2.7 | 4.8 | -0.1 | -1.2 | 6.9 | -5.8 | -5.9 | -2.1
O=C(/C=C/c1ccc(Cl)cc1)OCC(=O)c1ccc[nH]1 | 0.6 | 0.4 | -17.6 | 1.0 | -0.9 | . | 0.8 | -3.8 | -3.9
CNC(=O)N(O)C1N(/N=C/c2cc(Br)ccc2O)C(=S)SC1(C)C (configuration not stated) | -3.4 | 1.6 | -0.5 | -3.8 | -4.3 | 23.8 | 6.0 | -3.3 | -1.2
COCc1cc(C)nc(OCC(=O)N/N=C/c2ccc(OC)c(O)c2)c1C#N | -2.2 | 1.6 | -1.9 | 2.0 | 0.6 | -3.5 | 23.9 | -1.0 | -3.3
COc1ccc(-n2nc(C(=O)NCC(=O)N3CCN(Cc4ccccc4)CC3)c3ccccc3c2=O)cc1OC | 0.2 | 1.6 | -5.2 | 1.8 | 20.2* | -1.9 | 15.6 | 37.6* | -4.7
O=C1CC(Cc2ccccc2)C(=O)N1Cc1ccco1 (configuration not stated) | -4.8 | 5.6 | -3.9 | -4.8 | 2.9 | 3.7 | 20.9 | -1.7 | 10.0
COc1ccc(C(=S)N2CCN(c3cccc(Cl)c3)CC2)cc1 | -0.6 | 1.0 | -2.4 | 4.7 | -0.6 | -18.4 | -15.2 | 3.3 | 8.2
CS(=O)(=O)c1ccc2nc(NC(=O)CN3C(=O)NC4(CCCC4)C3=O)sc2c1 | 0.4 | 5.3 | 3.2 | 2.9 | 0.1 | -0.9 | 0.1 | -3.1 | 5.5
Cc1cc(C)nc(NCCO)n1 | 2.4 | 5.5 | -1.7 | 3.6 | 4.2 | 1.0 | 3.5 | 5.4 | 1.2
O=c1c(Cl)c(N2CCOCC2)cnn1-c1nc2ccccc2[nH]1 | 4.3 | 0.2 | -2.9 | 2.1 | 2.9 | 3.4 | 20.0 | 5.2 | -0.4
CC(C)COc1ccc(/C(O)=C2/C(=O)C(=O)N(CCN(C)C)C2c2ccncc2)cc1 (configuration not stated) | -4.7 | 3.7 | -8.8 | 2.5 | 3.4 | 3.2 | 5.0 | 0.2 | 3.2
C(=N\Nc1nc(N2CCOCC2)nc(N2CCOCC2)n1)/c1cccnc1 | 4.0 | -1.1 | -4.3 | 11.7 | -1.3 | -5.0 | 9.6 | 0.8 | 3.1
O=C(Nc1ccc(S(=O)(=O)Nc2ncccn2)cc1)c1ccc2ncsc2c1 | 17.9* | 1.8 | -6.8 | 2.4 | -2.9 | -5.9 | 4.5 | 0.9 | 4.7
Cc1cc(C)n(C(=O)COc2ccc(Cl)cc2Cl)n1 | 1.7 | 0.7 | -0.8 | 7.9 | 0.6 | -4.9 | -9.5 | 6.4 | 3.0
O=C(CCNC(=O)c1ccc([N+](=O)[O-])cc1)NNC(=O)c1ccccc1F | -5.8 | 3.3 | -6.6 | 1.5 | -3.6 | . | 10.3 | 1.6 | -0.8
C=CCSc1nnc2c(n1)OC(c1ccccn1)N(C(C)=O)c1ccccc1-2 (configuration not stated) | -0.6 | -5.5 | -3.7 | -6.2 | 1.4 | -7.1 | -0.4 | -0.4 | 1.3
COc1ccc(OC)c(NC(=O)C2C3C=CC(C3)C2C(=O)NCc2ccccn2)c1 (configuration not stated) | -3.4 | 5.4 | -5.2 | 9.0 | 1.3 | -7.3 | 6.5 | 4.5 | -1.0
CCOc1ccccc1C(=O)OCC(=O)Nc1ncc(C(F)(F)F)cc1Cl | 0.3 | 3.9 | 2.4 | 11.2 | 1.1 | -1.2 | 18.1 | 7.2 | 26.8*
CCS(=O)(=O)Nc1ccc2c(c1)OCO2 | -4.0 | 5.0 | 0.8 | 0.8 | -1.2 | 7.9 | -0.8 | -0.1 | 3.7
NC(=O)c1nn(CC(=O)Nc2cccc(S(=O)(=O)N3CCCCCC3)c2)c(=O)c2ccccc12 | -3.2 | -3.4 | -7.1 | -2.7 | -6.5 | . | -9.1 | 7.1 | -10.1
COc1ccc(-c2noc(N3CCC(C(=O)N(C)c4ccccc4C)CC3)n2)cc1 | 4.1 | 5.7 | -2.7 | -11.9 | 0.1 | 0.8 | -6.2 | 2.0 | -2.3
COc1ccc2cc(C(=O)C3CCCN(Cc4cnc(C)s4)C3)ccc2c1 (configuration not stated) | -8.4 | 3.0 | 1.5 | 7.5 | -0.5 | -1.6 | -19.9 | -2.6 | 3.7
CCc1ccc(CNC(=O)C2CCN(S(=O)(=O)N3CCCC3)CC2)cc1 | 0.5 | -0.7 | 2.1 | 0.0 | -7.2 | 2.6 | 5.6 | -4.6 | 6.6
CCN1CCN(c2nc3ccccn3c(=O)c2C=O)CC1 | 0.8 | 9.7 | 2.4 | 8.3 | -3.1 | -2.1 | 11.0 | 0.8 | 2.8
O=C1CCC([N+](=O)[O-])C(c2ccc(Cl)cc2)N1 (configuration not stated) | 0.3 | 6.0 | -1.3 | 3.9 | -6.2 | 3.0 | 7.1 | -7.7 | -7.1
CSc1nc2nc(C)cc(-c3ccccc3)n2n1 | 7.2 | 1.4 | 1.1 | 1.6 | -4.5 | -2.8 | -4.8 | 1.6 | -5.9
c1ccc(-c2nn[nH]n2)nc1 | -0.1 | 1.3 | -1.6 | 2.9 | 2.3 | -2.5 | 5.5 | 3.6 | 2.7
CCNC(=O)c1c(C)nc2ccccn12 | 0.5 | 6.5 | -1.4 | 17.9 | 0.0 | -4.4 | -1.7 | -7.9 | -3.6
O=C(O)CSCC(=O)Nc1ccccn1 | 2.2 | 12.8 | 1.4 | 1.3 | -2.1 | -17.8 | 3.8 | 5.5 | 0.4
O=C1NN(c2ccc(F)cc2)C(=O)/C1=C\C=C\c1ccco1 | 4.7 | 3.5 | 12.7 | 0.3 | -2.2 | 7.5 | 12.1 | -0.1 | 6.8
Cc1ccn2cc(CNC(=O)c3ccc(Br)o3)nc2c1 | 5.9 | 2.3 | 3.4 | 1.1 | -0.7 | 2.2 | 9.9 | -0.7 | -1.2
CCOc1ccc(C(=O)CN2CCN(S(=O)(=O)c3ccc(Br)cc3)CC2)cc1 | 2.9 | 16.3 | 9.5 | -1.4 | 1.8 | -7.4 | -2.6 | 6.7 | 8.8
Cc1cccn2c(=O)c(C=NCc3ccco3)c(Nc3ccc(SC(F)F)cc3)nc12 | 3.1 | 2.0 | -0.7 | -0.9 | -2.5 | 1.3 | 4.0 | 2.6 | 34.4*
CCN(c1cccc(C)c1)S(=O)(=O)c1c(C)[nH]c(=O)[nH]c1=O | -3.6 | 2.8 | -4.1 | 5.4 | -0.9 | -4.7 | -7.8 | 2.2 | 1.1
Cc1ccc(C(NC(=O)Nc2ccccn2)C(Cl)(Cl)Cl)cc1F (configuration not stated) | 25.8* | 1.1 | -1.6 | 0.6 | 1.2 | 0.2 | 7.5 | -1.8 | -1.3
CNCCCOc1ccc(Cl)cc1C(C)(C)C | 4.0 | 3.5 | 3.1 | 10.3 | 0.4 | 0.4 | 0.2 | -1.8 | -7.2
CCC1CSC(=Nc2ccc(C)cc2)N1C(=O)CN1C(=O)NC2(CCCC2)C1=O (configuration not stated) | -0.8 | -1.4 | 3.8 | 8.5 | 4.0 | 0.7 | -2.3 | 9.2 | 9.0
COc1ccc(CC(=O)Nc2cc(C)ccn2)cc1OC | 2.5 | -2.6 | 2.9 | 2.6 | 2.5 | 1.8 | -1.0 | -4.2 | 3.1
CC(CNC1CCCCC1)OC(=O)c1ccccc1 (configuration not stated) | 2.2 | 6.8 | -0.3 | 6.2 | 1.9 | 2.6 | -6.4 | 7.0 | 2.9
O=C(N/N=C/c1c(O)ccc2ccccc12)c1ccc[n+](CCO)c1 | 2.4 | -1.3 | -1.2 | 8.4 | -4.0 | 43.8* | 13.4 | -2.9 | 5.0
COc1cc(C)c(CN2CCC(n3nccc3NC(=O)C3CC3)CC2)cc1C | 0.8 | 6.4 | 3.6 | 6.5 | -3.6 | 4.6 | 0.4 | -1.9 | 2.0
Cc1ccc(S(=O)(=O)N[C@@H](Cc2ccccc2)C(=O)CCl)cc1 | 8.2 | 24.4* | 4.0 | 7.4 | -1.4 | 45.0* | -6.2 | 5.7 | 1.4
Cc1cccc(C(C)C)c1NC(=O)CN(C)Cc1cccc(F)c1 | 2.2 | 3.1 | 6.3 | -3.4 | 0.3 | 3.5 | -5.5 | -5.2 | 1.8
S=C(NCc1ccc(Cl)cc1)N1CCN(c2ccccn2)CC1 | 2.1 | 8.5 | -2.3 | 5.2 | 4.1 | 4.7 | -77.7 | 8.6 | 6.1
CCCOc1ccc(C2C(C(=O)c3ccc(C)o3)=C(O)C(=O)N2CCN2CCOCC2)cc1OC (configuration not stated) | -6.9 | 2.6 | 1.6 | -0.6 | -1.2 | -1.4 | 0.2 | -4.5 | 5.3
CCn1c(Cc2ccccc2)nnc1SCC(=O)Nc1ccc(N2CCOCC2)c(Cl)c1 | -5.4 | 1.6 | -0.8 | 5.5 | 1.9 | -5.2 | -2.0 | 1.5 | 11.4
COc1ccc(CC(=O)N(C)CC(=O)Nc2ccccc2Cl)cc1S(=O)(=O)N1CCOCC1 | -4.0 | 1.5 | -1.1 | -4.8 | -2.3 | . | 4.2 | -3.1 | -2.7
Cc1ccc([N+](=O)[O-])c(OCCN2C(=O)NC(C)(C)C2=O)c1 | -0.6 | 2.7 | -3.6 | -2.6 | -1.7 | -4.5 | 2.7 | -2.8 | 1.3
